PfHsp40 rescue – compounds rescuing yeast from Plasmodium falciparum HSP40 toxicity; actives 0.68% (n = 340,000); growth rescue, % at 12.5 µM; S. cerevisiae expressing PfHsp40, growth rescue, ATP luminescence; in the data active = growth rescue above about 28%, passing the limit was not always enough; inconclusive = no clear call, values can overlap the other calls;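 note: yeast W303a lacking pdr1 and pdr3 grown in galactose medium; growth measured after three days at 30 °C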
PriA SSB inh – blocks PriA binding to SSB C-terminal tail; actives 0.6% (n = 430,000); AlphaScreen SSBct-PriA binding, biotinylated peptide; inhibition, % at 33 µM; in the data active = inhibition mostly above about 37%, no sharp cut-off; inactive = mostly below about 20%;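 note: plate controls were negative control peptide for no effect and reference peptide for full effect; strong numbers were not always called active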
TcdB GH inh – blocks C. difficile toxin B glycohydrolase activity | AID 652162 | TcdB glycohydrolase enzymatic assay, plate reader | inhibition, % at 9.99 µM | actives 0.24% (n = 350,000) | P18177; in the data active = inhibition above about 10%
Vc quorum ag – induces V. cholerae light production without autoinducers; activation, % at 18.7 µM; V. cholerae BH1578 lux reporter, luminescence, 6 h; AID 588436; actives 0.16% (n = 350,000); in the data active = activation mostly above about 9.7%, no sharp cut-off; inconclusive = no clear call, values can overlap the other calls; inactive = mostly below about 3.7%; note: not every result past the cut was called active; inactives centre near 0; reference of the scale not given here
VHR inh abs – blocks human VHR1 dual specificity phosphatase; P51452; recombinant VHR phosphatase, pNPP absorbance; inhibition, % at 13.3 µM; actives 0.52% (n = 290,000); in the data active = inhibition above about 50%; note: some compounds called inactive have numbers as strong as hits
Target sequence (P51452 whole entry, looked up): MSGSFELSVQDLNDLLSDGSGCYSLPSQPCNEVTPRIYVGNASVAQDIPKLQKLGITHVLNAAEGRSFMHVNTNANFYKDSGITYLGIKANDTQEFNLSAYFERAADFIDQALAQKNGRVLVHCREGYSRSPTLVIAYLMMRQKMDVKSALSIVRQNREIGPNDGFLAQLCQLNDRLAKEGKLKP
BoNT-A LC inh2 – blocks Botulinum neurotoxin A light chain protease; inhibition, % at 10 µM; multiplex microsphere protease substrate cleavage, flow cytometry; actives 0.17% (n = 360,000); note: plate controls were buffer without enzyme for full effect and enzyme alone for no effect
Yp Topo-I inh – inhibitors of Yersinia pestis topoisomerase I. Y. pestis Topo-I cleavage product accumulation, plate reader. activity, % at 10 µM. actives 0.064% (n = 360,000). AID 504884; in the data active = activity above about 50%, passing the limit was not always enough; inconclusive = no clear call, values can overlap the other calls; note: inactives centre near 2
Anthrax LF prot – anthrax lethal factor protease inhibition | multiplex microsphere protease cleavage assay, LF | inhibition, % at 10 µM | actives 0.12% (n = 360,000); note: plate controls were buffer without enzyme for full effect and enzyme alone for no effect
Target sequence (P15917 whole entry, looked up): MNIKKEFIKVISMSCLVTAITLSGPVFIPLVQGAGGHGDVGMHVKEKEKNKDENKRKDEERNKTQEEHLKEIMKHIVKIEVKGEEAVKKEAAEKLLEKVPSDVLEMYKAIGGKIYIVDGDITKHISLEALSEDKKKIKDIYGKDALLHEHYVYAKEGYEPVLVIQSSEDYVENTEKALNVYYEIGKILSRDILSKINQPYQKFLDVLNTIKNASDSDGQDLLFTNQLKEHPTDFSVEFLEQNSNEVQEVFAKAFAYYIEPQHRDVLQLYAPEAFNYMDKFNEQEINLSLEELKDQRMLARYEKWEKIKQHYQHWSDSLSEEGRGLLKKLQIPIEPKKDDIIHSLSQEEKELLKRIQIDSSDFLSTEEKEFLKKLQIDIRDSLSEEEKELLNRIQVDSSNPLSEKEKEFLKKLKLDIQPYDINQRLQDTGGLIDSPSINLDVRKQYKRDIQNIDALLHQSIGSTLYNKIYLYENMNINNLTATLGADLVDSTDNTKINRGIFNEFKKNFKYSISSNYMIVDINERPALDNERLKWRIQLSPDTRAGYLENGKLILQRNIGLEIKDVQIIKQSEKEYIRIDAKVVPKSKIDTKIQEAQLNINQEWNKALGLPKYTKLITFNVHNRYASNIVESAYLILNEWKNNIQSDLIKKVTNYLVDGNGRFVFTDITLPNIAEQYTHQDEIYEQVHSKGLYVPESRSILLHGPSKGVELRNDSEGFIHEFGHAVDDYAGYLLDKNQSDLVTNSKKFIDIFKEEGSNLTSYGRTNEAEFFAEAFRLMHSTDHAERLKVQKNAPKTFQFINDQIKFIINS
CCHF vOTU inh – blocks the CCHF virus ovarian tumor domain protease. CCHFV vOTU protease, Pep-AMC fluorescence. inhibition, % at 11.5 µM. actives 0.55% (n = 370,000). AID 651958; in the data active = inhibition above about 30%; note: 0% = vehicle wells with enzyme and 100% = no enzyme wells
3CLpro inhibitor – SARS-CoV 3CLpro protease inhibition. recombinant SARS-CoV 3CLpro, quenched FRET peptide cleavage. inhibition, % at 6 µM. actives 0.14% (n = 290,000); in the data active = inhibition above about 12%
An asterisk follows results filed as active; i = inactive; u = inconclusive; x = no result given. Cut-off read from the data, not from the text of the source, unless noted: active = inhibition above about 30%; inconclusive = no clear call, values can overlap the other calls; inactive = below that. An excerpt. The share of hits here may be higher or lower than overall.

SMILES	PfHsp40 rescue	PriA SSB inh	TcdB GH inh	Vc quorum ag	VHR inh abs	BoNT-A LC inh2	Yp Topo-I inh	Anthrax LF prot	CCHF vOTU inh	3CLpro inhibitor
CCOc1ccc(CCNC(=O)CCn2nc(C)c3c(C)n(-c4ccccc4)nc3c2=O)cc1	-1.0	3	-11	-0.4	11	0.0	28	1	12	-2
CCOC(=O)C1CCCN(C(=O)CSc2ccc(Br)cc2)C1 (stereo unspecified)	-0.5	-13	x	-0.5	9	1.1	17	7	x	2
Cc1cccc(N2C(=O)NC(=O)/C(=C\C=C\c3ccco3)C2=O)c1	-0.1	-3	-0.4	-0.5	13	-0.7	4	-3	20	2
Cc1ccc(C(=O)Cn2cc([N+](=O)[O-])nc2C)cc1	0.9	-1	0.7	-0.4	23	-0.7	0	8	11	-2
CCNc1nc(NCC)nc(SCC(C)=O)n1	3.9	-8	1.3	-0.3	11	-1.5	-2	-2	-15	0
Cc1cc(S(=O)(=O)Nc2ccc3ccccc3c2)c(C)s1	11	-24	0.7	1.0	-2	4.6	10	-4	-6	4
O=C(C1=C[C@@H](c2coc3ccccc3c2=O)C[C@@H](OCc2ccc(CO)cc2)O1)N1CCN(Cc2ccc3c(c2)OCO3)CC1	1.6	1	0.1	i	3	0.4	25	2	6	-1
COc1ccc(CNCc2cc(Cl)ccc2O)cc1	-0.5	-7	0.5	-4.3	x	-0.3	-5	-4	9	x
O=C(Nc1ccc(N2CCN(C(=O)c3ccccc3)CC2)cc1)c1cccs1	0.3	-9	2.2	-0.3	17	1.5	3	-2	6	-5
Cc1ccc(C(=O)Nc2ccc3c(c2)OCCO3)c(Cl)c1	-0.2	-8	2.5	2.9	24	1.3	6	-3	-8	0
O=C(COC(=O)c1cc([N+](=O)[O-])ccc1N1CCOCC1)Nc1cccc(F)c1	1.8	6	1.6	-0.4	4	-0.8	-6	1	21	2
CC(C)CCNC(=O)C1CCCN(S(=O)(=O)c2ccc(F)cc2)C1 (stereo unspecified)	-0.3	-13	0.4	x	53*	-0.2	2	-1	6	-1

Brought forward from above: 4 entries, followed by the next part.
SMILES	PfHsp40 rescue	PriA SSB inh	TcdB GH inh	Vc quorum ag	VHR inh abs	BoNT-A LC inh2	Yp Topo-I inh	Anthrax LF prot	CCHF vOTU inh	3CLpro inhibitor
O=C(Nc1ccc(N2CCN(C(=O)c3ccccc3)CC2)cc1)c1cccs1	0.3	-9	2.2	-0.3	17	1.5	3	-2	6	-5
Cc1ccc(C(=O)Nc2ccc3c(c2)OCCO3)c(Cl)c1	-0.2	-8	2.5	2.9	24	1.3	6	-3	-8	0
O=C(COC(=O)c1cc([N+](=O)[O-])ccc1N1CCOCC1)Nc1cccc(F)c1	1.8	6	1.6	-0.4	4	-0.8	-6	1	21	2
CC(C)CCNC(=O)C1CCCN(S(=O)(=O)c2ccc(F)cc2)C1 (stereo unspecified)	-0.3	-13	0.4	x	53*	-0.2	2	-1	6	-1
CCOC(=O)C1C(c2ccc(O)c(OC)c2)NC(=S)NC1(O)C(F)(F)F (stereo unspecified)	-0.9	-6	0.0	-5.6	-7	0.1	-7	0	-10	-3
CC(C)c1ccc(-c2nnn(CCC#N)n2)cc1	1.1	-18	0.8	i	19	-1.2	-10	0	1	-1
COc1ccc(NC(=O)CSc2nnc3ccc(-c4ccccn4)nn23)cc1	2.3	-5	3.2	-0.8	x	0.1	4	0	-10	x
O=C1CC(=O)N(Cc2ccco2)C(=O)N1	2.8	18	x	-4.6	14	-1.7	-10	-8	3	-3
CCN(C(=O)CSc1nc(N)cc(N)n1)C1CCS(=O)(=O)C1 (stereo unspecified)	-1.2	-8	0.8	i	22	0.1	-1	-3	-7	-4
C/C(=N\NS(=O)(=O)c1c(C)cc(C)cc1C)c1ccncc1	-0.3	x	0.2	i	-4	-0.5	8	-1	-6	2
O=C(CSc1ccccc1)N[C@@H](Cc1ccccc1)C(=O)O	6.0	-15	2.2	i	7	-0.4	14	-6	11	4
COc1ccc(Cl)cc1S(=O)(=O)N1CCN(c2ccc(F)cc2)CC1	12	10	x	-0.5	-5	-0.6	23	-5	-7	3
O=C1OC(C(=O)Nc2nccs2)Cc2ccccc21 (stereo unspecified)	-1.7	-10	x	i	-2	1.1	-2	0	9	3
O=C(c1cccnc1)N1CCN(S(=O)(=O)c2ccc(S(=O)(=O)N3CCCC3)cc2)CC1	-0.8	-6	1.4	-0.4	-18	0.5	0	-1	4	3
Cc1ccccc1NC(=O)C(=O)c1cn(C)c2ccccc12	-0.5	-4	0.5	2.4	13	0.0	-3	0	5	1
Cc1cc(C(=O)NC(C)c2ccccc2)c2cc(F)ccc2n1 (stereo unspecified)	-0.2	-5	1.3	-0.1	39	-0.6	-1	-4	7	1
COc1ccc(N2CCN(C(=O)c3ccc(OCC4CCCO4)cc3)CC2)cc1 (stereo unspecified)	-0.1	8	x	-1.1	11	0.7	-1	-2	0	2
Cc1ccc(NC(=O)CCC(=O)NNC(=O)c2cccs2)cc1C	0.2	-1	-0.2	-0.9	-4	-0.2	9	-2	x	-3
COC(=O)[C@@]1(Cc2ccc(F)cc2)[C@H]2c3cc(C(=O)N4CCCC4)n(CC4CC4)c3C[C@H]2CN1C(=O)c1ccccc1	x	x	0.6	x	x	0.8	x	-2	9	x
CCN(CC)c1ccc(CNc2nc3ccccc3n2C(C)C)cc1	-0.5	-3	0.5	i	12	-0.9	12	-5	10	1
O=C(Nc1ccc(O)cc1)c1ccc(NC(=O)C2CCCO2)cc1 (stereo unspecified)	0.0	14	2.8	-0.1	11	-0.2	-14	0	-4	2
O=C(NCc1cccs1)C1CC(=O)N(c2ccc(F)cc2)C1 (stereo unspecified)	2.8	-9	x	i	28	-0.2	11	12	14	5
CCCc1nc2sc3c(c2c(=O)[nH]1)CCCC3	-0.9	-2	x	1.1	16	-0.8	-1	-6	-1	4
CC(C)NC(=S)N/N=C/c1ccccc1[N+](=O)[O-]	-1.5	x	0.3	0.0	18	-0.6	4	5	-15	5
CCOC(=O)c1nc(C)nc(Sc2n[nH]c(-c3cc(C(F)(F)F)cc(C(F)(F)F)c3)n2)c1C	11	-7	0.0	i	27	u	-1	-15	-2	2
O=C(Nc1c2c(nn1-c1ccccc1)CSC2)c1ccc(N2C(=O)CCC2=O)cc1	-1.4	4	0.0	-0.1	-6	-0.5	13	-2	11	0
CCSc1nnc(N2C(=O)c3ccc(C(=O)c4ccc(C(=O)O)cc4)cc3C2=O)s1	1.1	-5	-1.4	i	30	2.0	7	-21	15	5
CCc1sc(C(=O)N2CCCN(C)CC2)cc1Br	-0.5	1	-1.4	-3.9	22	0.3	13	1	2	2
O=c1cc(N2CCN(c3ccccc3F)CC2)[nH]c(=O)n1-c1ccc(Br)cc1	0.5	-4	1.6	x	38	-0.8	9	-7	4	3
C=CCNC(=O)c1ccccc1NC(=O)C1CCN(S(=O)(=O)c2ccc(SC)cc2)CC1	0.5	1	-0.6	-0.3	-8	-0.8	36	1	3	3
CC(=O)N(C)c1ccc(N=C2C(=O)Nc3ccccc32)cc1	0.1	-3	x	0.4	4	-2.0	8	-9	x	1
Cc1ccc(SCC(=O)N2N=CCC2c2ccccc2)cc1 (stereo unspecified)	0.0	-31	0.8	i	-2	-0.8	4	-8	6	-1
CC1=C(C(=O)Nc2ccc(C)cc2C)C(c2ccc(Cl)cc2)n2nc(C(=O)OC(C)C)nc2N1 (stereo unspecified)	-0.8	-19	x	0.1	0	0.1	-1	-2	4	3
CCCN(CC(=O)Nc1ccccc1OC)C(=O)CCNC(=O)c1ccccc1OC	0.2	-9	1.2	i	x	0.4	9	3	-12	x
CNC(=S)N1CCN(c2nc(-c3cccc(OC)c3)cs2)CC1	-1.5	8	1.3	1.3	-14	-0.3	0	4	2	-3
COc1ccccc1OCC(O)Cn1c(=N)n(Cc2ccccc2)c2ccccc21 (stereo unspecified)	-1.0	2	x	i	-5	-0.6	-9	-2	4	1
COc1ccc(C=NNC(=S)NN=Cc2ccc(OC)c(OC)c2)cc1OC	0.5	-8	-1.7	i	x	0.8	-6	0	26	x
Cc1[nH]nc2c1C(c1cccnc1)N(c1ccc(Br)cc1)C2=O (stereo unspecified)	-0.5	-3	x	-0.3	-33	-0.3	2	-7	-4	1
Cc1ccc(-c2csc(NC(=O)c3c(C)noc3C)n2)s1	1.5	0	x	i	x	4.4	22	5	x	x
Nc1nc(SCc2ccccc2)[nH]c(=O)c1-c1ccccc1	-0.5	0	1.4	-0.6	-14	0.1	7	1	0	1
CC1=NN(C(N)=S)C(=O)C1N=Nc1ccc(Br)cc1 (stereo unspecified)	1.4	-10	-13	i	21	-2.2	-1	-10	10	7
CC(NC(=O)Cc1ccc(-c2ccccc2)cc1)c1ccccc1 (stereo unspecified)	0.8	-18	x	0.1	-7	0.6	4	4	3	9
O=C([C@@H]1CCCN1C(=O)c1cccs1)N1CCN(S(=O)(=O)c2cccc(F)c2)CC1	-1.8	-3	1.0	i	x	-0.3	-5	-4	4	x
Cn1cc(/C=C2\SC(=S)N(NC(=O)c3ccccc3Cl)C2=O)c2ccccc21	0.4	11	-2.6	-0.3	8	26	-9	23	31*	2
COc1cc(/C=N/NC(N)=O)ccc1OCC(=O)N1C(C)CCCC1C (stereo unspecified)	-1.6	x	2.3	i	14	-0.7	4	-2	2	0
COc1ccccc1/C=C/C=N/n1c(-c2ccco2)n[nH]c1=S	-1.5	x	3.2	-0.7	13	u	3	-10	-5	1
CCOC(=O)C1(CCOC)CCN(C(=O)Cc2ccsc2)CC1	-2.0	-7	0.9	-1.8	8	-4.1	-10	8	4	-1
CC1CCN(S(=O)(=O)c2ccc3[nH]c(=O)c(=O)[nH]c3c2)CC1	-1.5	-3	x	-1.0	15	0.2	2	-6	-3	-8
Cc1ccc(OCCOc2cccc(C=C3C(=O)NC(=O)NC3=O)c2)c(C)c1	0.9	-5	0.7	-1.7	22	-2.4	-3	-7	15	5
Cc1ccc(S(=O)(=O)N(CC(=O)c2ccccc2)C(=O)N2CCN(C)CC2)cc1	0.6	-5	1.0	i	x	-1.1	1	3	11	x
Cc1nc2ccc(NC(=O)Cc3ccsc3)cc2s1	9.0	-32	x	-1.3	23	0.4	-3	0	9	-1
CC(C)(C)c1ccc(-c2nc(C#N)c(NCCCn3ccnc3)o2)cc1	-0.5	-4	1.3	-0.6	8	u	12	-11	-32	-1
COc1ccc(-c2ccc3c(c2)CNCc2cnnn2-3)cc1	x	x	0.6	x	x	-0.5	x	-4	2	x
Cc1ccc(C)c(-n2cc(CNCCc3cnccn3)c(-c3ccccc3)n2)c1	1.5	-5	1.4	-0.3	46	0.2	3	-4	-12	3
O=C(Cc1cccc(NC(=O)C2CCCN(C(=O)C3CCCCC3)C2)c1)Nc1cccc(C(=O)N2CCCC2)c1 (stereo unspecified)	1.0	-8	1.6	-0.6	x	0.1	21	-8	-5	x
COc1cccc(-n2nnnc2S(C)(=O)=O)c1	1.0	1	x	-0.3	16	0.7	3	0	x	2
CCOc1cccc(CNCc2ccc(C(=O)O)cc2)c1	-0.5	-6	0.9	-0.8	-13	0.1	6	-1	-11	0
COc1ccccc1-c1ccc(=O)n(CC(=O)NCc2cccs2)n1	1.2	-3	1.6	1.2	15	0.5	4	-5	5	1
COc1ccc(NS(=O)(=O)c2ccc3oc(SCC(N)=O)nc3c2)cc1	-1.1	-6	-0.9	2.3	17	-1.2	3	13	4	-1
O=C(CSc1nnc(-c2ccccn2)n1Cc1ccccc1)Nc1ccc2c(c1)OCO2	1.0	2	-0.9	-0.2	22	0.1	21	-2	12	5
O=C(Nc1ccccc1C(=O)N1CCN(c2ccccc2)CC1)c1ccco1	1.3	0	x	i	23	0.1	-7	2	2	2

Screening data from PubChem BioAssay.
